TDP1 inh: inhibitors of human tyrosyl-DNA phosphodiesterase TDP1 | AID 485290 | Potency, µM (top dose mostly 130 µM), without a hit: top-dose activity change, negative = inhibition, actives largely listed as inhibitors | Q9NUW8 | 0.28% of 350,000 active | recombinant TDP1, AlphaScreen DNA substrate cleavage; also: nearly all actives have a fitted effect of over 40% in size
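Signal: AlphaScreen proximity between streptavidin donor and anti-FITC acceptor beads on intact substrate. Reaction: Tdp1 1 nM, substrate 15 nM final, 5 min RT after 15 min compound preincubation.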
GCN5L2 inh: GCN5L2 (KAT2A) acetyltransferase inhibition; Q92830; GCN5L2 HAT assay, ThioGlo1 CoA-SH fluorescence; Potency, µM (titrated, usually from 58.9 µM), for the others: top-dose activity change, negative = inhibition, most hits filed as inhibitors; 0.21% of 390,000 active
Target sequence (Q92830 whole entry, looked up): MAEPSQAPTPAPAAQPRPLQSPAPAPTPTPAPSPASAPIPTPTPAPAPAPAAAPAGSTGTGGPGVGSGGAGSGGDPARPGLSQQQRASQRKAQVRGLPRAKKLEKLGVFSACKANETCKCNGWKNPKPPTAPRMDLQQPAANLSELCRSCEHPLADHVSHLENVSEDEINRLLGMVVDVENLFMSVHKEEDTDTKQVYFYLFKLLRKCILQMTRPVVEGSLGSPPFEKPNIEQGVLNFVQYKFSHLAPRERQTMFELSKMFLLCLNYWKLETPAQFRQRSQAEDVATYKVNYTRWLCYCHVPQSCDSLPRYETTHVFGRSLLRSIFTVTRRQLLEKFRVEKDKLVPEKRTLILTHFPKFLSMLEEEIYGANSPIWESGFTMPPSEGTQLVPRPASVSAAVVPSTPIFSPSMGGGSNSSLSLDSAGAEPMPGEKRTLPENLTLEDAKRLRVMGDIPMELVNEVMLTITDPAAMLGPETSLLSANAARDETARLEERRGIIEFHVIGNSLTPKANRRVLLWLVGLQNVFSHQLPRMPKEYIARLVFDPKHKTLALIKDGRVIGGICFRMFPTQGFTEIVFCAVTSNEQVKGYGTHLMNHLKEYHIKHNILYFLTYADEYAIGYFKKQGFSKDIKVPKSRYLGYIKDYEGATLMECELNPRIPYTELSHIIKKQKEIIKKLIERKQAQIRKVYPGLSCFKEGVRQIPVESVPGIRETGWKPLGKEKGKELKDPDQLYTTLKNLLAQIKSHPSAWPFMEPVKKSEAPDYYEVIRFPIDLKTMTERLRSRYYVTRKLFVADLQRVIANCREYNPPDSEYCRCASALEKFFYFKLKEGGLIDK
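Preincubate 20nM GCN5L2 with compound 15 min, RT → add 50uM ThioGlo1 + 75uM H3(1-25) + 70uM acetyl-CoA → read fluorescence 0 and 20 min. Primary qHTS; fluorescent artifacts likely.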
TDP1 cell noCPT: qHTS for Inhibitors of human tyrosyl-DNA phosphodiesterase 1 (TDP1): qHTS in cells in absence of CPT | DT40 Tdp1-/- hTDP1 cells, no CPT, ATP luminescence, 48 h | Potency, µM (doses to about 46.2 µM), without a hit: at the top dose activity change, negative = growth inhibition, hits mostly inhibitors | 15% of 420,000 active | AID 686978, 2013; also: nearly all actives have a fitted effect of over 55% in size
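Growth of hTDP1-complemented DT40 Tdp1-knockout cells is measured by ATP luminescence after at least 48 hr compound exposure at 37 °C, with DMSO substituting for the 20 nM CPT used in the parallel screen.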
* hit, by the source's call; ? = inconclusive; · = no result given; & = joins results of further samples; [ ] = another dose, or the depositor's remark. Calls follow the shape of the dose curve; as a rule, active = well fitted curve in the direction sought with a large enough effect; inconclusive = small, poorly fitted or top-dose-only effect, or another doubt; inactive = no such curve, though single readings can be large; an effect the other way counts as inactive or inconclusive. % is scaled to controls: 0 for no effect and ±100 for the full control effect; potency is read from the fitted curve at half-maximal effect. Not all compounds are listed (hit frequency here may not be typical).

Order of results: TDP1 inh | GCN5L2 inh | TDP1 cell noCPT
C[C@H](CO)N1C[C@H](C)[C@@H](CN(C)C(=O)Nc2ccc3c(c2)OCO3)Oc2ccc(NC(=O)C3CCCCC3)cc2C1=O
    2% | 2% | -11%
Cc1noc(C)c1CSCC(=O)Nc1cc(C(F)(F)F)ccc1N1CCCCC1
    · | -10% | 16µM*
COc1ccc(CN(C(=O)Cn2nnc(-c3ccc(C)o3)n2)C(C(=O)NCC2CCCO2)c2ccco2)cc1 (centres undefined)
    3% | -3% | ?
Cc1ccccc1C(=O)N1CCC(C(=O)N2CCN(S(=O)(=O)c3ccccc3F)CC2)CC1
    4% | -6% | -25%
CCNC(=S)NNC(=O)C1CCCCC1
    1% | -2% | -2%
Cn1c(N)c(C(=O)CSc2nc(N)cc(=O)[nH]2)c(=O)n(C)c1=O
    -8% | 3% | 13%
COc1cccc(CNC(=O)c2cc3cccc4c3n2CC(C)S4)c1OC (centres undefined)
    6% | -4% | ?
CCCCn1c(N)c(N(Cc2ccccc2OC)C(=O)COc2ccccc2C#N)c(=O)[nH]c1=O
    0% | 1% | 5%
O=[N+]([O-])c1ccc(N2CCCCC2)cc1N1CCOCC1
    6% | -6% | -17%
CCC(C(=O)NC1CCCC1)N(C(=O)Cn1nnc(-c2ccc(C)o2)n1)c1cccc(O)c1 (centres undefined)
    3% | -5% | -28%
Cc1ccc(NC(=O)CSc2n[nH]c(-c3ccncc3)n2)cc1
    -6% | -4% | -3%
O=C(CC1CS(=O)(=O)CC1CC(=O)Nc1ccc2c(c1)OCCO2)Nc1ccc2c(c1)OCCO2 (centres undefined)
    7% | -3% | -24%
CCOC(=O)C1CCN(S(=O)(=O)c2ccc(OC)c(Cl)c2)CC1
    -5% | -4% | 1%
Cc1ccc(CNC(=O)CCCn2c(=O)[nH]c3ccc(Br)cc3c2=O)cc1
    0% | -3% | -24%
CCOc1ccc(N=C(NC#N)SC)cc1
    -1% | -2% | 6%
CC1Cc2ccccc2N1S(=O)(=O)c1cccc(C(=O)NNC(=O)c2ccccc2F)c1 (centres undefined)
    -1% | 0% | ?
COc1cc(Nc2nc3c(S(=O)(=O)c4cccc(Cl)c4)nnn3c3ccsc23)cc(OC)c1
    -3% | -10% | 7.3µM*
N#Cc1c(-c2ccccc2)cc(-c2ccc3c(c2)OCO3)[nH]c1=O
    -7% | -4% | -11%
COc1cccc(NC(=O)CN(C)CC(=O)Nc2cccc(C(F)(F)F)c2)c1
    · | -4% | ?
COc1ccc(CNC(=O)CN(Cc2ccccc2)C(=O)CCC(=O)Nc2ccccn2)cc1
    15% | -1% | -25%
CC(C)CCn1c(/C=C/c2ccccc2)nc2ccccc21
    · | -2% | 12µM*
Cc1nc(S(=O)(=O)N2CCN(c3cccc(Cl)c3)CC2)cn1C
    7% | 3% | -8%
CC(C(=O)NC1C=CS(=O)(=O)C1)N1C(=O)/C(=C/c2cccc(Cl)c2)SC1=S (centres undefined)
    9% | -13% | -16%
CCOCc1cc(CN2CCCC(CNC(=O)c3ccco3)C2)ccc1OC (centres undefined)
    5% | -2% | 1%
CCC(c1nnnn1C(C)(C)CC)N1CCN(c2ccccc2F)CC1 (centres undefined)
    1% | -1% | ?
O=C(/C=C/c1cccc(Cl)c1)NCCCN1CCOCC1
    3% | ? | 15%
N#Cc1c2ccc([N+](=O)[O-])cc2[n+]([O-])n1-c1ccccc1
    -2%[56.1 µM] | -5% | ·
O=C(CNC(=O)c1ccco1)NCC(c1ccco1)N1CCCCC1 (centres undefined)
    -1% | 3% | 14%
COc1ccccc1NC(=O)c1ccc([N+](=O)[O-])cc1[N+](=O)[O-]
    1% | 2% | ?
C/C(CC(=O)Nc1ccccn1)=N\NC(=O)C(=O)Nc1cccc(C)c1
    1% | -3% | 4%

Not a retest: 17 of the compounds above.
Order of results: TDP1 inh | GCN5L2 inh | TDP1 cell noCPT
Cc1ccc(CNC(=O)CCCn2c(=O)[nH]c3ccc(Br)cc3c2=O)cc1
    0% | -3% | -24%
CCOc1ccc(N=C(NC#N)SC)cc1
    -1% | -2% | 6%
CC1Cc2ccccc2N1S(=O)(=O)c1cccc(C(=O)NNC(=O)c2ccccc2F)c1 (centres undefined)
    -1% | 0% | ?
COc1cc(Nc2nc3c(S(=O)(=O)c4cccc(Cl)c4)nnn3c3ccsc23)cc(OC)c1
    -3% | -10% | 7.3µM*
N#Cc1c(-c2ccccc2)cc(-c2ccc3c(c2)OCO3)[nH]c1=O
    -7% | -4% | -11%
COc1cccc(NC(=O)CN(C)CC(=O)Nc2cccc(C(F)(F)F)c2)c1
    · | -4% | ?
COc1ccc(CNC(=O)CN(Cc2ccccc2)C(=O)CCC(=O)Nc2ccccn2)cc1
    15% | -1% | -25%
CC(C)CCn1c(/C=C/c2ccccc2)nc2ccccc21
    · | -2% | 12µM*
Cc1nc(S(=O)(=O)N2CCN(c3cccc(Cl)c3)CC2)cn1C
    7% | 3% | -8%
CC(C(=O)NC1C=CS(=O)(=O)C1)N1C(=O)/C(=C/c2cccc(Cl)c2)SC1=S (centres undefined)
    9% | -13% | -16%
CCOCc1cc(CN2CCCC(CNC(=O)c3ccco3)C2)ccc1OC (centres undefined)
    5% | -2% | 1%
CCC(c1nnnn1C(C)(C)CC)N1CCN(c2ccccc2F)CC1 (centres undefined)
    1% | -1% | ?
O=C(/C=C/c1cccc(Cl)c1)NCCCN1CCOCC1
    3% | ? | 15%
N#Cc1c2ccc([N+](=O)[O-])cc2[n+]([O-])n1-c1ccccc1
    -2%[56.1 µM] | -5% | ·
O=C(CNC(=O)c1ccco1)NCC(c1ccco1)N1CCCCC1 (centres undefined)
    -1% | 3% | 14%
COc1ccccc1NC(=O)c1ccc([N+](=O)[O-])cc1[N+](=O)[O-]
    1% | 2% | ?
C/C(CC(=O)Nc1ccccn1)=N\NC(=O)C(=O)Nc1cccc(C)c1
    1% | -3% | 4%

Later entries.
Order of results: TDP1 inh | GCN5L2 inh | TDP1 cell noCPT
CN1CCC(N(C)C(=O)COc2ccc(S(=O)(=O)N3CCOCC3)cc2)CC1
    -3% | -6% | -25%
CN(CC(=O)NCCc1ccc(S(N)(=O)=O)cc1)CC(=O)Nc1ccccc1Cl
    0% | -6% | -16%
O=C(OCc1ccccc1F)c1cc([N+](=O)[O-])ccc1N1CCOCC1
    0%[0.505 µM] | -7% | -26%
COc1ccc(NC(=O)C(=O)NCCN2CCN(C(=O)c3ccc(C(C)(C)C)cc3)CC2)cc1
    · | 2% | 16µM*
COc1ccc(OC)c(C(=O)CSc2nnc(-c3ccc(OC)c(OC)c3)o2)c1
    5% | -12% | ·
Cc1ccccc1S(=O)(=O)Cc1ccc(C(=O)NCCCN(C)Cc2ccccc2)o1
    4% | -1% | 3%
O=C(Nc1nc(-c2ccc(F)cc2)cs1)c1cnccn1
    3% | -3% | -28%
O=C(C1CCN(Cc2nc(Cc3cccc(F)c3)no2)CC1)N1CCOCC1
    0% | -4% | 15%
C1CN(c2nc3nonc3n3nnnc23)CCO1
    10% | -9% | 6%
O=C(CSc1nc(=O)n(CCCN2CCOCC2)c2c1CCC2)Nc1ccc(F)cc1F
    0% | -1% | -3%
CC1(C)Oc2ccc3ccc(=O)oc3c2/C(=C/Nc2ccc(O)cc2)C1=O
    7% | -8% | ?
Cc1cc(C)c(C#N)c(SCC(=O)NN2CC(=O)N(c3ccccc3F)CC2=O)n1
    7% | -1% | -22%
CCOC(=O)c1cccc(NC(=O)c2cc3ccccc3o2)c1
    · | -6% | ?
Nc1nc(-c2ccccn2)nc(N)c1Cc1ccccc1F
    12% | -2% | 4.6µM*
OC(CNCC(c1ccco1)N1CCCCC1)c1ccccc1 (centres undefined)
    4% | -3% | -24%
CC(C)Cn1c(C(C)C)nc([N+](=O)[O-])c1Sc1ccc(Cl)cn1
    5% | 2% | ?
Cc1ccc(S(=O)(=O)N(C)C)cc1NC(=O)c1cc(C(C)(C)C)nn1Cc1ccccc1
    0% | -9% | ?
COc1cccc(NC(=O)CSc2nc(=O)[nH]c3c2CCCC3)c1
    -5% | -1% | ?
N#CCS(=O)(=O)c1ccccc1
    · | -1% | -3%
COc1ccc(-c2oc3ncn4nc(-c5ccccc5Cl)nc4c3c2-c2ccc(OC)cc2)cc1
    -4%[12.3 µM] | -3% | 5%
COC(=O)c1cccc(-n2c(C)cc(C=O)c2C)c1
    5% | -3% | 2%
COc1ccc(N2C(=O)C(CC(=O)Nc3ccc(F)cc3)N(CCc3ccc(OC)c(OC)c3)C2=O)cc1 (centres undefined)
    0% | 1% | -12%
O=C(CSc1ncccn1)N1CCC(Cc2ccccc2)CC1
    2% | 0% | ?
Cc1ccn2cc(CCNC(=O)CC(C)(C)C)nc2c1
    2% | 1% | -2%
CCCCCCOC(=O)c1ccc(OC(=O)c2cccnc2)cc1
    -1% | -10% | -3%
CC(C)c1cc(CNC(=O)CCc2nnc(CCCc3ccccc3)o2)on1
    0% | -2% | -15%
Cc1ccc(-n2ncc3c(N4CCC(C(N)=O)CC4)ncnc32)c(C)c1
    7% | -4% | 1%
CCN(CC)S(=O)(=O)c1cccc(C(=O)N[C@@H](C)c2nc3ccccc3[nH]2)c1
    -10% | 4% | ·
COc1ccccc1NC(=S)N1CCCc2ccccc21
    6% | -1% | -25%
O=C(COC(=O)Cc1ccsc1)Nc1ccc(Cl)cc1F
    -5% | -10% | -7%

Order of results: TDP1 inh | GCN5L2 inh | TDP1 cell noCPT
CCOC(=O)Cn1cnc2c(sc3nc(C)cc(C)c32)c1=O
    · | -5% | -12%
Cc1ccc(C)n1-n1c(C)nc2scc(-c3ccccc3)c2c1=O
    7% | -1% | ?
COc1cc(NC(=O)CN2C(=O)COc3ccc(S(=O)(=O)N4CCCCC4)cc32)cc(OC)c1
    6%&10% | -4%&-9% | ?
CC(C)N(Cc1ccccc1)C(=O)c1ccc2c(c1)OCO2
    2% | 1% | -14%
CC1(C2CC2)NC(=O)N(CC(=O)Nc2ccc(Cl)c([N+](=O)[O-])c2)C1=O (centres undefined)
    0%[56.1 µM] | -6% | -5%
O=S(=O)(Nc1cccc2ccccc12)c1ccccc1F
    2% | 3% | -19%
Cc1cccc(OCC(=O)Nc2cc(Cl)ccc2-n2cncn2)c1C
    0% | -12% | -25%
CCn1c(SCC(=O)NC2CC2)nnc1-c1ccc(OC)cc1
    5% | 2% | -12%
CCOC(=O)Cc1c(C)[nH]c(=S)[nH]c1=O
    3% | -7% | 0%
COC(=O)c1cc(C)sc1NC(=O)C1CC=CCC1C(=O)O (centres undefined)
    -14% | 2% | -1%
CC(=O)OCCN(C)c1cc(SC(C)C)c2nonc2c1[N+](=O)[O-]
    0% | -12% | 16µM*
COc1cc(OC)cc(C(=O)N[C@H](C(=O)NC2=NCCS2)C(C)C)c1
    0% | -2% | 0%
O=C(O)CCCC(=O)N1CCc2cc(S(=O)(=O)NCc3ccc(F)cc3)ccc21
    5% | 2% | -13%
COc1cc(OC)c2cc[nH]c2c1
    4% | 2% | 7%
CC(=O)c1c(C)[nH]c(C(=O)COc2ccc3c(C)cc(=O)oc3c2)c1C
    -15% | 2% | 21µM*
COc1cc(/C=N/Nc2nc(Nc3ccc(C)cc3)nc(-n3nc(C)cc3C)n2)cc(OC)c1OC
    6% | -5% | 2.9µM*
CC(C)c1ccc(Nc2cc(C(=O)NCCCN(C)Cc3ccccc3)c3ccccc3n2)cc1
    5% | 6% | ?
CCc1ccc(CN2CCC(C(=O)Nc3ccc(-n4nc(C)cc4C)cc3)CC2)o1
    6% | 0% | -11%
COc1ccc(O)c(C(=O)C2c3ccccc3C(=O)N2c2ccc(C)cc2)c1 (centres undefined)
    9% | -15% | -14%

Screening data from PubChem.
